Screening data: PubChem, National Center for Advancing Translational Sciences (NCATS)
KB-V1 cytotox – qHTS assay for MDR1-selective chemotherapeutics: Primary screen using the drug-selected MDR subline cells KB-V1. actives 3.4% (n = 400,000). KB-V1 MDR cells viability, CellTiter-Glo, 72 h. Potency, µM (series often up to 46.1 µM), without a hit: at the top dose activity change, negative = cytotoxicity, hits mostly cytotoxic; further: potency means the concentration at half of the fitted maximal effect; on the % scale 0 is the no-effect control and ±100 the full control effect; nearly all actives have a fitted effect of over 60% in size
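Potencies derive from concentration-effect curves fitted to normalized luminescence (CellTiter-Glo) of KB-V1 cells treated for 72 h at 37 degrees C in phenol-red-free DMEM containing 10% FBS.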
DRD3 agonist – qHTS of D3 Dopamine Receptor Agonist: qHTS. D3R DiscoveRx beta-arrestin cells, luminescence, 90 min. actives 0.58% (n = 410,000). D(3) dopamine receptor (Homo sapiens), P35462. max activation, %; in the data active means max activation above about 30%; further: 0% is about no effect; mostly tested at two doses, the higher about 12 µM
Target sequence (P35462 whole entry, looked up): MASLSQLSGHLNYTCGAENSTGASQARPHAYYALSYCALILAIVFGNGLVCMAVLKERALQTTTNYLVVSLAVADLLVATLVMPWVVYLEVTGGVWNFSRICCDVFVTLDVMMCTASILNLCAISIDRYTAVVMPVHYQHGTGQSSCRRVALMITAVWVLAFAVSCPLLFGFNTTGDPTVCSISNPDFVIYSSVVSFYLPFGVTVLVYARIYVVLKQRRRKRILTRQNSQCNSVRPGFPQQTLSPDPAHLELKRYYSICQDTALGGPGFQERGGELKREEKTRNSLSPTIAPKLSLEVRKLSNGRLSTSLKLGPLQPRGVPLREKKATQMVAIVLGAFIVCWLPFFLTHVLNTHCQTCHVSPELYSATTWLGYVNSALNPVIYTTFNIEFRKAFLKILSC
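Agonist-mode cell screen: cells plated at 1500/well and incubated overnight at 37 °C, then exposed to library compounds for 90 min at 37 °C. Detection reagent was added for 30–60 min at room temperature, and luminescence was read.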
HEK293 tox – qHTS of GLP-1 Receptor Inverse Agonists: Cytotox Screen; AID 624418, 2012; Potency, µM (series often up to 38.3 µM), without a hit: at the top dose activity change, negative = inhibition, usual class: inhibitors; actives 0.13% (n = 410,000); HEK293 cAMP-luciferase reporter cells, luminescence, 24 h;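 further: loss of luciferase light is scored as toxicity; potency means the concentration at half of the fitted maximal effect; on the % scale 0 is the no-effect control and ±100 the full control effect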
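Cells in DMEM/10% Nu serum/1% pen-strep, 1536-well format. Pre-incubated 12 h, dosed with 23 nL compound, incubated a further 24 h. Luciferase detection, 12 min at room temp, luminescence.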
TDP43 rescue – qHTS of TDP-43 Inhibitors | TDP-43 expressing yeast growth rescue, BacTiter-Glo, 24 h | Potency, µM (doses to about 46.1 µM), for inactives: at the highest dose growth rescue (activation), hits mostly activators | actives 1.8% (n = 410,000); further: potency means the concentration at half of the fitted maximal effect; % of control where 0% means no effect; nearly all actives have a fitted effect of over 50% in size
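In this qHTS, compounds that restore growth of yeast expressing TDP-43 appear as activators. Cells (OD600=0.02, galactose medium, raffinose-pregrown) are incubated with compound 24 hr at 30 deg C and growth is quantified by BacTiter-Glo.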
GLP1R ag – qHTS of GLP-1 Receptor Agonists; Glucagon-like peptide 1 receptor (Homo sapiens), P43220; HEK293 GLP-1R CRE-luciferase, luminescence, 4-6 h; cells express a hypersensitive GLP-1R form; Potency, µM (series often up to 45.6 µM), for inactives: at the highest dose activation, usual class: activators; actives 0.007% (n = 380,000); further: potency means the concentration at half of the fitted maximal effect; % of control where 0% means no effect
GLP1R inv ag – qHTS of GLP-1 Receptor Inverse Agonists (Inhibition Mode) | Potency, µM (titrated, usually from 38.3 µM), for inactives: top-dose activity change, negative = inhibition, actives largely listed as inhibitors | HEK293 GLP-1R CRE-luciferase, luminescence, 24 h; GLP-1R form is constitutively active | actives 1.6% (n = 410,000) | Glucagon-like peptide 1 receptor (Homo sapiens), P43220 | AID 624417, 2012; further: potency means the concentration at half of the fitted maximal effect; on the % scale 0 is the no-effect control and ±100 the full control effect; nearly all actives have a fitted effect of over 55% in size
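Using stably transfected HEK293 (constitutively active GLP-1R, cAMP-luciferase reporter), compounds were incubated 24 hr and luciferase measured by luminescence.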
DRD3 antagonist – qHTS of D3 Dopamine Receptor Antagonist: qHTS; D(3) dopamine receptor (Homo sapiens), P35462; D3R cells, DiscoveRx beta-arrestin luminescence, antagonist mode; hits give low values; max response, negative = inhibition, %; actives 2.5% (n = 360,000); AID 652054, 2013; in the data active means max response below about -50%; inconclusive means no clear call, values can overlap the other calls; further: on the % scale 0 is the no-effect control and ±100 the full control effect; mostly tested at two doses, the higher about 12 µM
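Cells expressing the human receptor were seeded at 1500 cells/well, incubated overnight at 37 degrees C in 5% CO2, then exposed to library compounds with dopamine controls for 90 minutes at 37 degrees C before luminescent detection.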
aSyn yeast inh – qHTS of alpha-syn Inhibitors | Yeast expressing alpha-synuclein, growth rescue, BacTiter-Glo, 24 h | actives 0.14% (n = 370,000) | Potency, µM (titrated, usually from 46.1 µM), for the others: at the top dose growth rescue (activation), hits mostly activators; further: potency means the concentration at half of the fitted maximal effect; % of control where 0% means no effect; nearly all actives have a fitted effect of over 65% in size
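Rescue of yeast growth: cells expressing toxic alpha-synuclein, induced in galactose at OD600 0.02, incubated with compound 24 h at 30 C. ATP luminescence quantified growth; inhibitors of toxicity appear as activators.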
PTHR1 ag – qHTS for PTHR1 Agonists: Primary Screen; AID 743266, 2014; Potency, µM (doses to about 115 µM), for inactives: top-dose activation, actives largely listed as activators; HEK293 GP2 PTHR1 cells, GloSensor cAMP luminescence, 1 h; actives 0.075% (n = 410,000); Parathyroid hormone/parathyroid hormone-related peptide receptor (Homo sapiens), Q03431; further: potency means the concentration at half of the fitted maximal effect; nearly all actives have a fitted effect of over 55% in size; some results filed as inactive show a strong effect at the top dose; inactives centre near -15; many of its hits are not listed in these tables
Target sequence (Q03431 whole entry, looked up): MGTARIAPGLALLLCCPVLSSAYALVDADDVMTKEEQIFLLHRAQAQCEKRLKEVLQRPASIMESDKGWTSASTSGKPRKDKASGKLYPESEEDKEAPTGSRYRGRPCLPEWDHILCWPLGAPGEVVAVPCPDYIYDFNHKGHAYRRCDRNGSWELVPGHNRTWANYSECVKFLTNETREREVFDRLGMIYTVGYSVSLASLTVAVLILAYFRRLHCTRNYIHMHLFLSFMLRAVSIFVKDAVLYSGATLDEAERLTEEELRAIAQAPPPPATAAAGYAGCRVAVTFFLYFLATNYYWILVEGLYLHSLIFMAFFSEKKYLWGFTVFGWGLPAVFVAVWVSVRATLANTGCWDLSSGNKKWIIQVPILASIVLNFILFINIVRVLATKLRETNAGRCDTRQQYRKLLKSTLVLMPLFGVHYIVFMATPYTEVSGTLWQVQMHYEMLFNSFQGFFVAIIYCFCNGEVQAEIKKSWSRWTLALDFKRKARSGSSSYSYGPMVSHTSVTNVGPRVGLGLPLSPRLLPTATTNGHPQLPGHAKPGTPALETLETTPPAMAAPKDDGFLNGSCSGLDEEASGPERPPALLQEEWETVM
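HEK-293-derived GP2 cells expressing PTHR1 and a GloSensor cAMP reporter, 3,000/well, plated overnight, given luciferin plus IBMX (each 0.5 mM as added) for 1 h at 37 °C, then compound for 1 h at 37 °C. Luminescence was read after 15 min at room temperature.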
Numbers without * were called inactive; i = inactive; ? = inconclusive; . = no result given; [ ] = another dose, or the depositor's remark. Unless noted, the call rests on the fitted dose curve; in most records, active means well fitted curve in the direction sought with a large enough effect; inconclusive means small, poorly fitted or top-dose-only effect, or another doubt; inactive means no such curve, though single readings can be large; an effect the other way counts as inactive or inconclusive. Not all compounds are listed; the hit share may differ from the screen's.

The first 3 entries, to show the layout:
cpd	SMILES	KB-V1 cytotox	DRD3 agonist	HEK293 tox	TDP43 rescue	GLP1R ag
1	C=CCn1c(SCC(=O)Nc2nccs2)nnc1-c1cc2cccc(OC)c2o1	2.1µM*	-2	7%	-6%	25%
2	Cc1cc(N2CCC(C)CC2)nc2ccc(NC(=O)Cc3ccccc3Br)cc12	0%	-9	4%	2%	1%
3	O=C(Cn1c(=O)n(-c2ccc(F)cc2)c(=O)c2sccc21)NC1CCCCC1	-12%	6	1%	19%	-2%

cpd	GLP1R inv ag	DRD3 antagonist	aSyn yeast inh	PTHR1 ag
1	0%	32	0%	-4%[57.5 µM]
2	11%	.	.	-40%[inhibitor]
3	-8%	18	0%	-19%

Results, from the start:
cpd	SMILES	KB-V1 cytotox	DRD3 agonist	HEK293 tox	TDP43 rescue	GLP1R ag
1	C=CCn1c(SCC(=O)Nc2nccs2)nnc1-c1cc2cccc(OC)c2o1	2.1µM*	-2	7%	-6%	25%
2	Cc1cc(N2CCC(C)CC2)nc2ccc(NC(=O)Cc3ccccc3Br)cc12	0%	-9	4%	2%	1%
3	O=C(Cn1c(=O)n(-c2ccc(F)cc2)c(=O)c2sccc21)NC1CCCCC1	-12%	6	1%	19%	-2%
4	COc1ccc(CCN2Cc3c(N)cccc3C2=O)cc1OC	0%	-22	-12%	0%	3%
5	C#CCNC(=O)C[C@@H]1C[C@@]2(C(=O)OC)CC(C)(C)CC=C2N(Cc2ccccc2)C1=O	?	2	-3%	11%	.
6	CCCOc1ccccc1OCC(=O)Nc1ccc(S(=O)(=O)N2CCCCC2)cc1	-29%	0	-1%	25%	0%
7	CCCCNC(=O)NCC(=O)Nc1ccc(F)c(F)c1	?	0	2%	2%	-12%
8	CCOc1ccc(S(=O)(=O)N/N=C(\C)c2ccc(Cl)c(Cl)c2Cl)cc1	?	-1	19%	0%	-4%
9	Cc1ccc(S(=O)(=O)N2C[C@@H]3[C@H]4CC[C@H](C4)[C@@H]3[C@@H](C)[C@@H]2c2ccn(Cc3ccccc3)c2)cc1	-3%	2	1%	16%	-4%
10	Cc1ccc(C)c(NC(=O)C2CC3CCC2C3)c1 (stereo not drawn)	23%	0	-12%	12%	0%

cpd	GLP1R inv ag	DRD3 antagonist	aSyn yeast inh	PTHR1 ag
1	0%	32	0%	-4%[57.5 µM]
2	11%	.	.	-40%[inhibitor]
3	-8%	18	0%	-19%
4	16%	-9	-8%	-24%
5	3%	-21	0%	-1%
6	?	18	1%	-39%
7	4%	-14	2%	i
8	?	-10	7%	-44%
9	?	34	0%	i
10	-2%	15	3%	-11%

(cont.)
cpd	SMILES	KB-V1 cytotox	DRD3 agonist	HEK293 tox	TDP43 rescue	GLP1R ag
11	CC1=CC(C)(C)N=C(Nc2nc(C)c3cc(C)cc(C)c3n2)N1	1%	-2	?	9%	-2%
12	COc1cccc(/C=C/C(=C2\C(=O)N(c3ccccc3)N=C2C)c2ccc(Br)cc2)c1OC	-22%	-4	-19%	11%	-22%
13	COc1ccc(NC(=O)COC(=O)c2cccc(S(=O)(=O)N(C)C)c2)cc1	?	-2	28%	5%	7%
14	CCC1(C)NC(=O)N(CC(=O)Nc2cc(C)on2)C1=O (stereo not drawn)	-7%	4	4%	7%	-9%
15	Cc1cccc(NC(=O)CSc2nnc(-c3cccs3)o2)c1	-6%	-22	-5%	-10%	.
16	O=C(NCc1ccco1)c1ccc(Cl)c(S(=O)(=O)Nc2ccccc2)c1	-1%	-2	6%	1%	9%
17	CCn1c(CSc2n[nH]c(N)n2)nc2cc(C(=O)O)ccc21	0%	-9	-7%	-10%	0%
18	CCOC(=O)c1c(S(=O)(=O)NCC(=O)Nc2ccc(OC)cc2)c(C)n(C)c1C	-3%	-16	6%	-8%	-3%
19	Cc1ccc(NC(=O)CCSc2nc(-c3ccc4c(c3)OCO4)cc(C(F)(F)F)n2)cc1	?	-11	-12%	1%	-7%
20	O=C(CSc1nnc(-c2ccc(C(F)(F)F)cn2)o1)Nc1cccc(Cl)c1	?	-7	-1%	-2%	7%

cpd	GLP1R inv ag	DRD3 antagonist	aSyn yeast inh	PTHR1 ag
11	?	7	-9%	-41%[inhibitor]
12	-7%	-10	2%	i
13	13%	2	2%	i
14	0%	?	-4%	15%
15	5%	.	.	-18%
16	-28%	-3	0%	-11%
17	-9%	-8	1%	i
18	2%	-17	-9%	i
19	-11%	.	-4%	i
20	0%	-10	2%	i

The list goes on.
cpd	SMILES	KB-V1 cytotox	DRD3 agonist	HEK293 tox	TDP43 rescue	GLP1R ag
21	Cc1cc(Cl)ccc1OCC(=O)NCCC(=O)O	3%	-9	38%[activator]	0%	5%
22	CCC(C(=O)N1CCN(S(C)(=O)=O)CC1)c1ccccc1 (stereo not drawn)	-25%	-3	0%	-13%	-13%
23	COc1cccc(CN2CC(C(=O)NC3CCC3)CCC2=O)c1 (stereo not drawn)	25%	3	3%	-2%	2%
24	Cc1ccc(S(=O)(=O)NC2=NCN(Cc3ccccc3)CN2)cc1	-27%	-10	13%	0%	-5%
25	COc1ccc(C(=O)NNC(=O)Nc2ccc(C)cc2)cc1	-23%	-14	2%	12%	2%
26	COc1ccc(OCc2ccc(-c3nc(C#N)c(N4CCC(C(N)=O)CC4)o3)o2)cc1	0%	-14	-2%	0%	.
27	O=C(CN1C(=O)C2C3C=CC(C4CC34)C2C1=O)Nc1cnc2ccccc2c1 (stereo not drawn)	6%	12	5%	-10%	8%
28	COc1ccc(CN(C)C(=O)CNC(=O)c2sc3ccccc3c2Cl)c(OC)c1	?	18	2%	4%	6%
29	CCOC(=O)c1c(/N=C/c2ccc(C)cc2O)sc2c1CCN(C)C2	-3%	-39	-3%	-27%	5%
30	O=C(O)Cn1cnc2scc(-c3cccs3)c2c1=O	17%	9	-10%	9%	-8%

cpd	GLP1R inv ag	DRD3 antagonist	aSyn yeast inh	PTHR1 ag
21	13%	-26	-1%	i
22	0%	7	3%	-31%[inhibitor][57.5 µM]
23	-8%	3	-6%	-1%
24	-20%	-12	0%	10%[57.5 µM]
25	11%	-15	-5%	i
26	19%	.	.	?
27	11%	-6	4%	-8%
28	?	0	4%	-42%[inhibitor]
29	12%	?	-14%	-10%
30	2%	2	0%	i

Further entries follow.
cpd	SMILES	KB-V1 cytotox	DRD3 agonist	HEK293 tox	TDP43 rescue	GLP1R ag
31	COc1cc(-n2c(=O)c3ccccc3n(CC(=O)c3ccc(F)cc3)c2=O)cc(OC)c1OC	-17%	-2	-14%	-20%	5%
32	CC1Sc2ccc(S(=O)(=O)CCC(=O)N3CCN(c4cccc(Cl)c4)CC3)cc2NC1=O (stereo not drawn)	-7%	2	-15%	-4%	3%
33	CCOCCn1c(SCC)nc2c1c(=O)[nH]c(=O)n2C	14%	-4	81%[activator]	12%	4%
34	COc1ccc(Cl)c(Cn2c(NCCCO)nc3c2c(=O)n(C)c(=O)n3C)c1	-1%	-3	-10%	3%	-1%
35	CCOc1ccc(Nc2nc(C)c(NC(=O)c3cccc(F)c3)c(Nc3ccc(OCC)cc3)n2)cc1	-11%	-6	-3%	-5%	.
36	Cc1ccc(-n2nc3c(c2NC(=O)c2cccs2)CS(=O)(=O)C3)cc1C	-2%	-13	14%	-20%	-3%
37	CC(C)c1ccc(Nc2nc(Cl)nc(NCCO)n2)cc1	0%	9	4%	13%	?
38	Cc1ccc(C)c(S(=O)(=O)NCCCn2ccnc2)c1	?	9	-3%	17%	2%
39	O=C(COc1ccc2c3c(c(=O)oc2c1)CCC3)NC(Cc1ccc(Cl)cc1)C(=O)O (stereo not drawn)	-14%	-31	-12%	14%	1%
40	Cc1ccc2c(c1)C(Cc1ccccc1F)C(=O)N2 (stereo not drawn)	0%	10	8%	25%	.

cpd	GLP1R inv ag	DRD3 antagonist	aSyn yeast inh	PTHR1 ag
31	-3%	0	1%	-29%
32	?	26	-3%	-94%[inhibitor]
33	51%[activator]	9	5%	-2%[57.5 µM]
34	23%	?	0%	i
35	-5%	.	.	-20%
36	6%	-66*	-3%	-23%
37	17%	-5	-5%	i
38	1%	22	1%	i
39	-13%	?	-1%	-29%
40	3%	.	.	i

Going on with the list.
cpd	SMILES	KB-V1 cytotox	DRD3 agonist	HEK293 tox	TDP43 rescue	GLP1R ag
41	Cc1noc(C)c1S(=O)(=O)Nc1ccc2c(c1)C(=O)N([C@@H](C)CO)C[C@H](C)[C@@H](CN(C)Cc1ccc(C(F)(F)F)cc1)OCCCC[C@H](C)O2	?	-5	8%	0%	17%
42	c1ccc2c(c1)CCc1ccccc1C2=C1CCNCC1	?	-14	3%	18%	1%
43	COc1ccccc1CCNC(=O)C(C)n1nc(C)c2c(C)n(-c3ccccc3)nc2c1=O (stereo not drawn)	9%	5	-1%	-10%	-2%
44	Cc1cc(Cl)c(OCCCN(C)C)c(Br)c1	?	-8	-5%	-12%	-3%

cpd	GLP1R inv ag	DRD3 antagonist	aSyn yeast inh	PTHR1 ag
41	?	15	-1%	-18%
42	?	-85*	-1%	i
43	-21%	1	2%	-7%
44	?	-12	5%	-21%
